GPR151 activ – activators of human GPR151. AID 1508602. Q8TDV0. activation, % at 11.2 µM. PathHunter beta-arrestin GPR151 cells, luminescence. 650,000 compounds, 1% hits; in the data active means activation above about 4.9%;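 further: 0% = median of compound wells and 100% = cells with positive control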
Target sequence (Q8TDV0 whole entry, looked up): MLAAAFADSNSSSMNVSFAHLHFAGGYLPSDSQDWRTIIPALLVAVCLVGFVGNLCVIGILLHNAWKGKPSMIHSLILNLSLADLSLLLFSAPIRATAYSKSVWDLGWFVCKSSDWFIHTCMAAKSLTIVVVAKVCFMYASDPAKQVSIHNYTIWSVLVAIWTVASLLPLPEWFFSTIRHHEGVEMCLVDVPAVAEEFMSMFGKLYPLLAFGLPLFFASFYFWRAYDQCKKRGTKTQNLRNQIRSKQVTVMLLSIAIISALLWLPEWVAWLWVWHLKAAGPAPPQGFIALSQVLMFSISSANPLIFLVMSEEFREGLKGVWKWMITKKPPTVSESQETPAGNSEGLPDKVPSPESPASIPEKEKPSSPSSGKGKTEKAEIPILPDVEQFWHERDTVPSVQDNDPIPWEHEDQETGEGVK
FBW7 act – activators of human E3 ligase FBW7; AlphaScreen FBW7–phospho-cyclin E peptide binding, activator screen; normalized activity (activation), % at 26.1 µM; 650,000 compounds, 0.13% hits; AID 1259310; in the data active means normalized activity above about 1.9%;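 further: purified mutant Fbw7 with reduced substrate affinity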
TEAD-YAP inh – TEAD-YAP interaction inhibition; HEK-TIYL cells, TEAD-Gal4/YAP UAS-luciferase luminescence; inhibition, % at 9.12 µM; 640,000 compounds, 1.4% hits; in the data active means inhibition above about 32%;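 further: 0% = median of test compound wells and 100% = reference inhibitor wells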
MITF inh – inhibitors of human MITF | AlphaScreen MITF homodimerization, bead proximity signal | inhibition, % at 2.6 µM | AID 1259374 | 650,000 compounds, 0.91% hits; in the data active means inhibition above about 50%;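 further: 0% = vehicle wells with protein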
Target sequence (O75030 whole entry, looked up): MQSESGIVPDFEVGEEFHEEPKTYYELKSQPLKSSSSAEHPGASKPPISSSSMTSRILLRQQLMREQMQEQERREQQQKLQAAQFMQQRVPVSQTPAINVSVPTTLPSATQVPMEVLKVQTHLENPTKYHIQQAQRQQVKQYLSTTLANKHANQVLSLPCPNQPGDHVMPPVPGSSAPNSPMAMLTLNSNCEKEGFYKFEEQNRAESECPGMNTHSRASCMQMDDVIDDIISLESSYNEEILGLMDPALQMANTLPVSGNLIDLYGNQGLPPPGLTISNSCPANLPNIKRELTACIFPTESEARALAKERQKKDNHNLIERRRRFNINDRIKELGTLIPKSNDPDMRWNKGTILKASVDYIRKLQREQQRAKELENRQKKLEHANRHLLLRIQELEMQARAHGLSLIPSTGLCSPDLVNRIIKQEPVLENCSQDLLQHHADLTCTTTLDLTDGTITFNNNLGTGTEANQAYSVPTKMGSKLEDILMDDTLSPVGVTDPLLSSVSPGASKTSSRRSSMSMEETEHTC
* marks the source's active call; other numbers are inactive results.

SMILES	GPR151 activ	FBW7 act	TEAD-YAP inh	MITF inh
COCCCNC(=O)CSc1nnc(-c2ccc(C)cc2)c(-c2ccc(C)cc2)n1	1.1	0.1	0	3
CCCCc1ncc(CN2CCOc3ccc(CN4CCC[C@H]4C(=O)OC)cc3C2)[nH]1	-0.9	0.6	8	6
COc1ccc(C2C(C(=O)Nc3ccc(F)cc3F)c3ccccc3C(=O)N2Cc2ccc(F)cc2)cc1 (configuration not stated)	-1.8	0.3	1	6
CCOC(=O)c1c(NC(=O)c2ccc(OC)cc2)sc(C(=O)OC(C)C)c1C	0.6	-0.1	-4	0
CCOc1cccc(C2CC(c3ccc(Cl)cc3)=NC(c3cccc(F)c3)N2)c1O (configuration not stated)	-0.9	-0.1	5	2
CCCN1C=C(C(=O)OC)C(c2ccc(C)c(Br)c2)C(C(=O)OC)=C1	-2.1	0.3	0	-1
CCCC/C(C)=N/NC(=O)CNc1ccc(OC)cc1	-0.3	0.1	9	19
CC(=O)Nc1ccc(Nc2nc(Nc3cccc(N(C)C)c3)nc3c2ncn3C2CCCCC2)cc1	-0.9	-0.1	-4	3
C=CCOC(=O)C1=C(C)NC(C)=C(C(=O)OCC=C)C1c1ccc(Cl)c(Cl)c1	0.2	0.5	-4	19
CCCN1CCc2nnc(CCNC(=O)c3ccco3)n2CC1	-0.4	0.0	4	11
O=C(/C=C/c1ccc(OC(=O)c2cccnc2)cc1)c1ccccc1	-3.5	0.0	-26	6
Cc1ccc(C(=O)c2ccc(OCC(C)C)cc2)cc1	-1.2	0.5	-1	9
COC(=O)c1ccc2c(=O)n(Cc3ccc4c(c3)OCO4)c(SCC(=O)Nc3ccccc3OC)nc2c1	-0.3	0.1	5	23
O=C(COC(=O)CC1CC2CCC1C2)NC(=O)NCc1ccco1 (configuration not stated)	-0.6	0.0	2	9
O=C(Nc1cccc(OC(=O)c2cccs2)c1)c1cccc(S(=O)(=O)N2CCOCC2)c1	-0.3	0.3	-5	-14
Cc1ccc2c(c1)cc(C)c1nn(Cc3cccnc3)c(=O)n12	0.1	0.9	-11	8
CCOC(=O)c1[nH]c2c(c1C)C(=O)CC(c1cc(OC)ccc1OC)C2 (configuration not stated)	1.0	0.0	44*	7
Cc1cccc(CCNC(=O)CCN2N=C(c3ccccc3)CCC2=O)c1	-1.1	0.2	8	12
Cc1ccc(S(=O)(=O)Nc2ccc(C34CC5CC(CC(C5)C3)C4)cc2)cc1	2.2	0.0	10	9
Cc1ccc(Oc2nnc(-c3cccs3)c3ccccc23)cc1	0.2	-0.1	-3	-19
CCOC(=O)C1CCN(C(=O)CC(c2ccccc2)c2ccccc2)CC1	0.2	0.3	10	6
Brc1ccc([C@H]2CN3CCSC3=N2)cc1	-2.1	0.1	1	23
CS(=O)(=O)Nc1cccc(-c2cnn3c(N4CCC[C@H]4CO)ccnc23)c1	-0.4	0.0	-29	3
Cc1ccc(N2C(=O)C(Cl)=C(Nc3c(C)n(C)n(-c4ccccc4)c3=O)C2=O)cc1	0.2	0.0	5	2
COc1cc(/C=C(\C#N)C(=O)NC2CCCCC2C)ccc1C (configuration not stated)	1.0	0.6	9	-1
COC(=O)CCCC(=O)N1CC(=O)N(c2cccc(OC)c2)C(C)C1 (configuration not stated)	2.2	-0.1	-3	-4
CCOc1ccc(NC(=O)C(C)O)c(NS(=O)(=O)c2ccc(CCNC(C)=O)cc2)c1 (configuration not stated)	-0.6	0.0	11	-6
COc1ccc(Cc2nnc(NC(=O)c3cccc([N+](=O)[O-])c3C)s2)cc1	1.2	0.0	15	16
CCOc1cccc(C2CC(c3ccc(CC)cc3)=NC(c3cccc(OC)c3)N2)c1O (configuration not stated)	0.1	0.5	5	10
COc1ccccc1Nc1ccc(NC(=S)NCCN2CCOCC2)cc1	-1.0	-0.1	1	13
CCN1CCN(S(=O)(=O)c2cc(C(=O)Nc3cccc(C)c3)ccc2F)CC1	6.1*	0.0	-4	9
COc1ccccc1-c1nc(C(F)(F)F)c(OC)o1	0.6	0.1	-2	-5
O=C(O)CSc1n[nH]c(-c2ccccc2)n1	-1.2	0.2	10	2
C=CCNc1nc(-c2ccncc2)cs1	-3.8	-0.1	-67	-11
CC1(C)C(=O)C2(C(=O)NCCc3ccccc3)CCC1C2 (configuration not stated)	0.2	0.3	-4	7
Cc1cc(C)n2cc(CSC3CCCC3)nc2n1	0.3	0.0	-7	5
COc1ccc2c(c1OC)C(=O)N(c1cccc(F)c1)C2=O	-1.3	0.1	8	8
O=C(c1cccc(F)c1)N1CCN(Cc2ccccc2[N+](=O)[O-])CC1	-0.7	-0.1	2	22
O=C(NCCCN1CCCC1=O)c1cc2c(Cl)nc3ccccc3c2s1	-0.8	-0.1	-18	1
Cc1cn(CC(=O)NCCCO)c(=O)[nH]c1=O	-1.6	0.1	-7	-5
Cc1ccc(S(=O)(=O)N(CC(N)=O)c2cccc([N+](=O)[O-])c2)cc1	8.4*	0.0	-7	-1
O=C(Nc1nc(CSCc2ccc(F)cc2)cs1)c1ccco1	-0.1	-0.1	-34	10
CCOC(=O)c1ccccc1NC(=O)COC(=O)CC(C)(C)C	-0.8	0.5	5	7
Cc1ccc(Nc2ncnc3c2cnn3-c2ccccc2)cc1C	-1.2	0.1	-21	-21
CC(=O)/C(=N/Nc1ccccc1)N1CCOCC1	0.2	-0.1	9	0
CC(=O)NC1C(=O)N=C(SCc2ccccc2)NC1=O (configuration not stated)	0.4	-0.6	2	-2
Cc1cccc(NC(=O)c2ccc(F)c(S(=O)(=O)NCc3ccco3)c2)c1	-1.1	-0.1	0	4
CCn1cc(C(=O)Nc2ccc(C(=O)N3CCCC3)cc2)c(=O)c2ccc(C)nc21	-0.3	-0.1	1	4
Cc1cc(=O)[nH]c(SCSc2nc(C)cc(=O)[nH]2)n1	-0.7	-0.1	4	1
Cc1ccc(C(=O)NC2(C(F)(F)F)N=C3SCCN3C2=O)cc1 (configuration not stated)	0.7	0.0	4	8
Cn1c(=O)c2c(nc(N3CCOCC3)n2CCCc2ccccc2)n(C)c1=O	-1.6	-0.1	-2	5
NC(=O)N/N=C/c1c(Br)cc(Br)c(O)c1Br	-0.4	0.2	0	2
O=C(CSc1nc2c(sc(=S)n2CCc2ccccc2)c(=O)n1Cc1ccco1)c1ccc(Cl)cc1	-0.4	-0.1	3	-9
CC(C)Cn1c(Cc2ccccc2)n[nH]c1=S	0.4	-0.1	1	-1
CCOC(=O)c1c(NC(=O)CSc2nnc(CNC(=O)c3ccc(OC)cc3)n2-c2ccc([N+](=O)[O-])cc2)sc2c1CCCCC2	5.9*	0.1	1	7
COc1ccc(S(=O)(=O)N(CC(=O)NCc2cccnc2)c2ccccc2)cc1	0.1	-0.1	13	-2
COc1ccc(S(=O)(=O)N2CCc3ccccc32)cc1Cl	-1.9	0.5	12	5
COc1cccc(-c2ccc(NC(=O)C3CCCN(C(=O)c4ncoc4C)C3)cc2)c1 (configuration not stated)	-0.9	0.1	-22	13
CCCNc1nc(-c2c(C)nn(C)c2C)nc2c1ncn2C1CCCCC1	1.3	0.0	-25	12
COc1ccc(CCNC(=O)c2ccnc(Nc3ccccn3)c2)cc1	0.2	0.1	-1	12

The results go on.
SMILES	GPR151 activ	FBW7 act	TEAD-YAP inh	MITF inh
CC(C(=O)NNC(=O)c1ccc(Cl)cc1)N1C(=O)c2ccccc2C1=O (configuration not stated)	-1.2	0.7	0	16
CC(=O)N1c2ccccc2NC(=O)CC1C (configuration not stated)	2.3	0.0	-4	-3
CCOC(=O)c1ccc2c(c1)sc1nc(-c3ccccc3)cn12	-6.2	-0.1	54*	4
CC1=C(C(=O)NCCCN(C)C2CCCCC2)C2(CCCCC2)OC1=O	-0.1	0.1	2	9
COc1ccccc1CNCc1ccccc1Br	-0.6	-0.1	4	21
Cc1ccccc1-c1nc(CSCC(=O)NC(C)c2ccc3c(c2)OCCO3)c(C)o1 (configuration not stated)	-0.4	-0.2	-8	4
CCCOC(=O)C1=C(C)NC2=C(C(=O)CC(c3ccccc3)C2)C1c1cc(Cl)c(O)c(OCC)c1 (configuration not stated)	1.1	0.0	16	-8
COc1ccc(-n2c(SCC(=O)Nc3ccc(Cl)cc3)nc(O)cc2=O)cc1	-0.1	-0.2	4	3
CCN(CC)CC(O)COc1ccc(NC(C)=O)cc1 (configuration not stated)	1.6	-0.1	-4	6
O=C(O)c1cc(S(=O)(=O)N2CCCC2)ccc1F	0.4	-0.1	-4	13
O=C(CNC(=O)c1ccc([N+](=O)[O-])cc1)OCC(=O)c1ccccc1	-0.6	0.1	2	9
N#CCCN1CCC(N=Cc2cccc([N+](=O)[O-])c2)=N1	0.3	-0.1	6	-1
Cc1nc(CNC(=O)CC2C(=O)NCCN2Cc2ccc(F)cc2Cl)sc1C (configuration not stated)	-1.3	-0.1	5	2
CC(C)(C)c1ccc(Cn2nc(CC(=O)O)c3ccccc3c2=O)cc1	-0.6	0.1	-1	2
COc1ccc(CNC(=O)c2ccc3c(c2)NC(=O)C(CS(=O)(=O)Cc2ccc(F)cc2Cl)N3)cc1 (configuration not stated)	-0.2	-0.3	0	1
O=S(=O)(NCCc1csc(-c2ccc(Cl)cc2)n1)c1cccc(F)c1	0.3	0.0	-9	-16
CC1CC(C)CN(S(=O)(=O)c2ccc(C(=O)Nc3nnc(-c4ccccn4)o3)cc2)C1 (configuration not stated)	-1.1	0.0	-2	9
CCOC(=O)CSc1nc2sc3c(c2c(=O)n1CCc1ccccc1)CCC3	-0.3	-0.2	-1	0
COc1cccc(C(=O)Nc2nnc(C(C)c3ccccc3)s2)c1 (configuration not stated)	-0.7	-0.3	-6	5
CC(CCc1ccccc1)NC(=O)c1cn(C)c(=O)c2c1c1ccccc1n2C (configuration not stated)	-1.1	0.2	0	17
O=C(Cn1nnc2ccccc21)N/N=C\c1ccccc1Br	3.2	-0.1	7	7
O=C(NCc1cccc(Cl)c1)c1nc2c(nnn2CC2CCCO2)c(=O)[nH]1 (configuration not stated)	-0.5	0.0	4	13
CC(C)CC(=O)Nc1cccc(NS(=O)(=O)c2ccc(Cl)cc2)c1	-1.2	-0.2	2	-5
O=C(Cn1cnc2c(nnn2-c2ccccc2)c1=O)N1CCOCC1	0.3	0.0	5	-9
O=C(O)c1ccccc1N1C(=O)Nc2ccccc2N1O	-1.3	0.2	1	-12
Cc1cc(S(=O)(=O)ON2C(=O)c3cccc4cccc(c34)C2=O)ccc1F	0.1	0.1	-5	15
Cc1c(C#N)c(NC(=O)CCl)n(Cc2ccco2)c1C	-0.4	0.1	32*	-14
CCCOc1ccc(C2C(C(=O)/C=C/c3ccco3)=C(O)C(=O)N2CCCN2CCOCC2)cc1 (configuration not stated)	1.0	-0.2	1	0
CN(C)C(NC(=O)Cc1ccccc1)C(Cl)(Cl)Cl (configuration not stated)	6.0*	-0.1	-3	27
Cc1noc(C)c1CC(C#N)(Cc1c(C)noc1C)c1nc2ccccc2s1	-0.8	0.0	-12	-1
CCN(CC)C1C(=O)Nc2ccc(C)cc2C1c1ccccc1 (configuration not stated)	1.0	0.1	-2	-1
CCOC(=O)C1CCCc2c1[nH]c1c(C(N)=O)cccc21 (configuration not stated)	0.0	-0.2	-2	-3
Cc1cn2c(=O)c(C(=O)NOc3ncc(C(F)(F)F)cc3Cl)cnc2s1	0.0	-0.1	-2	12
COCCNC(=O)c1c[nH]c2ccc(S(=O)(=O)N3CCc4ccccc4C3)cc2c1=O	-0.2	0.2	2	-12
CCCn1c(N)c(C(=O)CSc2nnc(N)s2)c(=O)[nH]c1=O	-1.2	0.1	3	9
CN(c1ccc(C(=O)NC2CC3CCC2C3)cc1)S(C)(=O)=O (configuration not stated)	0.6	0.0	0	6
CCOc1ccc(CCNC(=O)c2cn(-c3ccc(OC)cc3)c(=O)c3ccccc23)cc1	7.0*	-0.1	11	-49
O=C(Cn1ncc2ccsc2c1=O)NCc1ccc(F)cc1	0.1	-0.3	-40	-6
CCCNC(=O)CNC(=O)COc1ccccc1	0.8	-0.2	-2	3
Cc1ccccc1NC(=O)CC1S\C(=N/N=C/C=C/c2ccccc2)NC1=O (configuration not stated)	2.6	0.2	-8	-3

13 compounds already listed, ordered by length of the SMILES, low to high:
SMILES	GPR151 activ	FBW7 act	TEAD-YAP inh	MITF inh
CCCNC(=O)CNC(=O)COc1ccccc1	0.8	-0.2	-2	3
O=C(O)c1ccccc1N1C(=O)Nc2ccccc2N1O	-1.3	0.2	1	-12
CN(C)C(NC(=O)Cc1ccccc1)C(Cl)(Cl)Cl (configuration not stated)	6.0*	-0.1	-3	27
Cc1c(C#N)c(NC(=O)CCl)n(Cc2ccco2)c1C	-0.4	0.1	32*	-14
CCN(CC)C1C(=O)Nc2ccc(C)cc2C1c1ccccc1 (configuration not stated)	1.0	0.1	-2	-1
CCOC(=O)C1CCCc2c1[nH]c1c(C(N)=O)cccc21 (configuration not stated)	0.0	-0.2	-2	-3
CN(c1ccc(C(=O)NC2CC3CCC2C3)cc1)S(C)(=O)=O (configuration not stated)	0.6	0.0	0	6
CCCn1c(N)c(C(=O)CSc2nnc(N)s2)c(=O)[nH]c1=O	-1.2	0.1	3	9
Cc1noc(C)c1CC(C#N)(Cc1c(C)noc1C)c1nc2ccccc2s1	-0.8	0.0	-12	-1
Cc1ccccc1NC(=O)CC1S\C(=N/N=C/C=C/c2ccccc2)NC1=O (configuration not stated)	2.6	0.2	-8	-3
Cc1cc(S(=O)(=O)ON2C(=O)c3cccc4cccc(c34)C2=O)ccc1F	0.1	0.1	-5	15
CCOc1ccc(CCNC(=O)c2cn(-c3ccc(OC)cc3)c(=O)c3ccccc23)cc1	7.0*	-0.1	11	-49
CCCOc1ccc(C2C(C(=O)/C=C/c3ccco3)=C(O)C(=O)N2CCCN2CCOCC2)cc1 (configuration not stated)	1.0	-0.2	1	0

Bioassay records (PubChem BioAssay)
